Screening data deposited in PubChem by several laboratories.
M1AAP inhibition = malaria alanyl aminopeptidase activity blockers – biochemical, fluorogenic H-Leu-NHMec substrate, 1536-well (AID 1445); inhibition, % at 30 µM; hits with a dose series show IC50 in µM; recombinant M1AAP, H-Leu-NHMec fluorogenic kinetic assay; higher % means a stronger effect; 220,000 compounds, 0.42% hits;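 active = primary inhibition above the hit cutoff, then over 50% inhibition at one or more dose response concentrations, cut at about 23% in these data, passing the limit was not always enough; inconclusive = conflicting primary data, or primary hits not chosen for dose response; inactive = low primary inhibition, or under 50% at every dose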;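 also: plate controls were DMSO full reaction for no effect and no enzyme background for full effect; strong numbers were not always called active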
LYP phosphatase = PTPN22 lymphoid phosphatase activity blockers – biochemical, fluorescence intensity, uHTS (AID 1779); inhibition, % at 11.5 µM; hits with a dose series show IC50 in µM; recombinant LYP phosphatase, fluorescence intensity; higher % means a stronger effect; 290,000 compounds, 0.054% hits;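 also: plate controls were vehicle with enzyme for no effect and no enzyme for full effect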
XIAP displacement = XIAP antagonists, biochemical, IAP family, fluorescence polarization (AID 1018) | 200,000 compounds, 0.007% hits | one-dose displacement, % at 20 µM; IC50 in µM for titrated hits | XIAP BIR domain, fluorescence polarization peptide displacement; higher % means a stronger effect; in the data active = displacement above about 50%; also: a part of the inactive calls stands beside numbers as strong as those of hits
PMI inhibition = MPI inhibition at elevated mannose 6-phosphate – biochemical, fluorescence intensity, high mannose 6-phosphate, primary screen (AID 1220); 190,000 compounds, 0.66% hits; recombinant PMI enzyme, coupled fluorescence intensity; higher % means a stronger effect; inhibition, % at 20 µM, or IC50 in µM where a hit was titrated
PMI inhibitors = inhibitors of human PMI, primary screen, biochemical, fluorescence intensity, coupled assay (AID 1209). purified PMI enzyme, coupled fluorescence intensity; higher % means a stronger effect. one-dose inhibition, % at 20 µM; IC50 in µM for titrated hits. 190,000 compounds, 0.42% hits;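 also: plate controls were DMSO vehicle for no effect and wells lacking substrate for full effect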
AID2073 = inhibitors of Mint1-CaV2.2 protein interaction, biochemical, HTRF (AID 2073); inhibition, % at 20 µM, or IC50 in µM where a hit was titrated; 290,000 compounds, 0.19% hits; HTRF protein-protein interaction, Mint1-CaV2.2; higher % means a stronger effect; in the data active = inhibition mostly above about 51%, no sharp cut-off; inconclusive = no clear call, values can overlap the other calls; inactive = mostly below about 53%; also: some results filed as inactive read as strong as hits
M17LAP inhibition = P. falciparum M17LAP inhibitors, primary screen, biochemical, fluorogenic H-Leu-NHMec substrate, 1536-well (AID 1619) | recombinant M17LAP, H-Leu-NHMec fluorogenic kinetic assay; higher % means a stronger effect | inhibition, % at 30 µM, or IC50 in µM where a hit was titrated | 220,000 compounds, 0.38% hits;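 active = compound inhibiting the enzyme by more than half at any dose during confirmatory dose-response retesting; inconclusive = strong single-dose inhibitors picked by rank but not retested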;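 also: plate controls were full reaction with DMSO carrier for no effect and no enzyme background for full effect; strong numbers were not always called active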
Dynein cargo inh = dynein cargo transport inhibition; 3617.4 mouse cells, GR-EGFP nuclear translocation imaging; test concentration mostly 20 µM; stimulated with dexamethasone, 1 µM; active compounds read low; z-score, hits read low; 220,000 compounds, 0.47% hits; AID 1381;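 active = plate z-score of nuclear minus cytoplasmic receptor signal below a set negative limit, without overly bright fluorescence or cell loss, cut at about -3.5 in these data, passing the limit was not always enough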;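 also: z-score of nuclear minus cytoplasmic ring GR-EGFP intensity difference per well; some compounds called inactive have numbers as strong as hits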
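medium = tetracycline-free induction medium containing charcoal-stripped FBS | also added = 1.0 µM final dexamethasone stimulus | schedule = 48 h induction, 1 h compound, 30 min dex at 37 °C | technique = fixed, Hoechst-stained cells imaged at 10x for EGFP | measure = GR-EGFP nuclear translocation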
Siah-1 displacement = blockers of Siah-1 interaction with plectin peptide – biochemical, fluorescence polarization, rhodamine-plectin, uHTS, primary screen (AID 1817). 290,000 compounds, 0.02% hits. displacement, % at 20 µM, or IC50 in µM where a hit was titrated. Siah-1 / rhodamine-plectin peptide fluorescence polarization; higher % means a stronger effect;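 active = displacement of at least 50% at 20 µM, with a fluorescence ratio check between 0.3 and a set limit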;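 also: plate controls were Siah plus tracer with DMSO for no effect and tracer alone without Siah for full effect; strong numbers were not always called active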
Dynein cargo inh cytoplasmic EGFP = further read-out of Dynein cargo inh, marked with its call; z-score; measured here: cytoplasmic GR-EGFP intensity; active compounds read high
Dynein cargo inh nuclear GR-EGFP = second read-out of Dynein cargo inh, no call of its own (marks repeat the call); z-score; measured here: nuclear GR-EGFP intensity;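 lower value marks the stronger effect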
Dynein cargo inh cell count = also measured in Dynein cargo inh; calls as there; z-score; measured here: cell count per field
* hit, by the source's call; ? = inconclusive; / = no result given. Rule as the data show it, unless noted: active = inhibition above about 50%; inactive = the rest.

Start of the listing, in advance:
entry	mol	M1AAP inhibition	LYP phosphatase	XIAP displacement	PMI inhibition	PMI inhibitors	AID2073
1	CC12CCC(C(=O)NCc3ccco3)(OC1=O)C2(C)C (stereo unspecified)	3%	-3%	-8.5%	10%	14%	1%
2	O=C(CCc1ccccc1)OCC(=O)c1ccc([N+](=O)[O-])cc1	2%	-8%	-0.6%	-20%	-29%	-2%
3	COc1ccc(C(=O)N2CCOC2CNC(=O)C(=O)NCc2ccco2)cc1 (stereo unspecified)	0%	-6%	-3.3%	10%	1%	6%
4	Cc1ncc(CO)c(/C=N/N=C/c2ccccc2O)c1O	7%	-3%	-1.1%	-4%	-6%	16%
5	CN(C)c1ccc(C=C(c2nnnn2-c2ccccc2)c2nnnn2-c2ccccc2)cc1	8%	-2%	-0.6%	-1%	5%	8%
6	COC(=O)Nc1ccc(S(=O)(=O)N2CCC(C(=O)N3CCC(C)CC3)CC2)cc1	2%	1%	-4.2%	-5%	-9%	2%
7	Nc1cc(=O)[nH]c(SCC(=O)Nc2ccc([N+](=O)[O-])cc2)n1	4%	-2%	/	/	/	7%

entry	M17LAP inhibition	Dynein cargo inh	Dynein cargo inh cytoplasmic EGFP	Dynein cargo inh nuclear GR-EGFP	Dynein cargo inh cell count	Siah-1 displacement
1	1%	0.38	-0.13	0.79	-1.3	2%
2	1%	-0.25	-0.23	-0.15	0.49	-3%
3	1%	-0.93	-0.24	-0.46	0.43	-6%
4	-3%	-0.97	-0.26	-0.68	0.33	15%
5	12%	-0.26	-0.23	-0.33	0.59	0%
6	5%	0.13	-0.19	0.13	-0.5	-2%
7	2%	-0.32	0.052	-0.19	0.2	-1%

The listing, from the start:
entry	mol	M1AAP inhibition	LYP phosphatase	XIAP displacement	PMI inhibition	PMI inhibitors	AID2073
1	CC12CCC(C(=O)NCc3ccco3)(OC1=O)C2(C)C (stereo unspecified)	3%	-3%	-8.5%	10%	14%	1%
2	O=C(CCc1ccccc1)OCC(=O)c1ccc([N+](=O)[O-])cc1	2%	-8%	-0.6%	-20%	-29%	-2%
3	COc1ccc(C(=O)N2CCOC2CNC(=O)C(=O)NCc2ccco2)cc1 (stereo unspecified)	0%	-6%	-3.3%	10%	1%	6%
4	Cc1ncc(CO)c(/C=N/N=C/c2ccccc2O)c1O	7%	-3%	-1.1%	-4%	-6%	16%
5	CN(C)c1ccc(C=C(c2nnnn2-c2ccccc2)c2nnnn2-c2ccccc2)cc1	8%	-2%	-0.6%	-1%	5%	8%
6	COC(=O)Nc1ccc(S(=O)(=O)N2CCC(C(=O)N3CCC(C)CC3)CC2)cc1	2%	1%	-4.2%	-5%	-9%	2%
7	Nc1cc(=O)[nH]c(SCC(=O)Nc2ccc([N+](=O)[O-])cc2)n1	4%	-2%	/	/	/	7%
8	O=C(CN1CCCCC1)N1CCN(C(=O)CN2CCCCC2)CC1	9%	-6%	-3.0%	1%	-1%	0%
9	CC(C)(C)CN1C(=O)C(=O)NC[C@H]1Cc1ccc(O)cc1	6%	-9%	/	/	/	10%
10	CCN(CC)CCn1c(=S)[nH]c2ccc(Cl)cc2c1=O	1%	-6%	-8.7%	4%	11%	-48%
11	O=C(CSc1nnc(CCc2ccccc2)n1-c1ccc(Cl)cc1)c1ccccc1	5%	0%	-0.9%	8%	13%	-12%
12	COc1ccc(OC)c(/C=C2\SC(=S)N(N3CCOCC3)C2=O)c1	7%	0%	/	/	/	-2%

entry	M17LAP inhibition	Dynein cargo inh	Dynein cargo inh cytoplasmic EGFP	Dynein cargo inh nuclear GR-EGFP	Dynein cargo inh cell count	Siah-1 displacement
1	1%	0.38	-0.13	0.79	-1.3	2%
2	1%	-0.25	-0.23	-0.15	0.49	-3%
3	1%	-0.93	-0.24	-0.46	0.43	-6%
4	-3%	-0.97	-0.26	-0.68	0.33	15%
5	12%	-0.26	-0.23	-0.33	0.59	0%
6	5%	0.13	-0.19	0.13	-0.5	-2%
7	2%	-0.32	0.052	-0.19	0.2	-1%
8	10%	0.5	-0.054	0.63	-0.2	4%
9	8%	-0.12	-0.89	-0.12	0.77	-4%
10	-2%	-1.2	-0.46	-0.51	0.59	-6%
11	-8%	-0.73	-0.27	-0.35	0.098	5%
12	23%	-0.53	-0.23	-0.29	0.066	14%

(list continues)
entry	mol	M1AAP inhibition	LYP phosphatase	XIAP displacement	PMI inhibition	PMI inhibitors	AID2073
13	CN1CCN(/C=N/c2c(C#N)cnn2Cc2ccccc2)CC1	1%	-12%	-4.9%	4%	7%	-5%
14	S=c1[nH]nc(-c2ccccc2)n1/N=C/C=C/c1ccco1	16%	-1%	-2.0%	7%	8%	-8%
15	CC(=O)c1ccc(NC(=O)C2(c3ccccc3)CC2(Cl)Cl)cc1 (stereo unspecified)	18%	-1%	/	/	/	-14%
16	COc1ccc(/C=C/C(=O)OCC(=O)c2ccc3c(c2)NC(=O)CO3)cc1	1%	1%	/	/	/	47%
17	O=[N+]([O-])c1ccc(OCC(O)CNC2CCCC2)cc1 (stereo unspecified)	1%	-5%	/	/	/	3%
18	c1ccc2oc(Cc3ccc(Cc4nc5ccccc5o4)cc3)nc2c1	13%	-6%	-1.9%	-2%	-4%	18%
19	Cc1onc(-c2c(F)cccc2Cl)c1C(=O)ONC(=O)c1ccco1	5%	-3%	/	/	/	-14%
20	CCOC(=O)c1cccc(NC(=O)c2cccnc2)c1	-3%	-10%	-6.0%	-9%	1%	-9%
21	O=C(Nc1cccc(S(=O)(=O)N2CCCCCC2)c1)c1ccc2c(c1)OCO2	6%	3%	-1.0%	6%	15%	10%
22	Cc1ccc(NNC(=O)c2c(F)cccc2Cl)cc1Cl	1%	-5%	/	/	/	-16%
23	Cc1ccc(C2=NN(Cc3nnc(-c4ccccc4)o3)C(=O)SC2)cc1	4%	2%	-19%	8%	8%	-2%
24	Fc1cccc(-c2cc3nc(-c4ccccc4)cc(N4CCC5(CC4)OCCO5)n3n2)c1	9%	-3%	-0.3%	2%	4%	46%

entry	M17LAP inhibition	Dynein cargo inh	Dynein cargo inh cytoplasmic EGFP	Dynein cargo inh nuclear GR-EGFP	Dynein cargo inh cell count	Siah-1 displacement
13	-3%	-0.3	-0.19	0.34	-0.32	-7%
14	?	0.18	-0.27	-0.099	0.4	15%
15	0%	1.1	-0.26	0.49	-0.8	-1%
16	-1%	-0.5	-0.19	-0.13	0.53	-1%
17	-9%	1.7	-0.72	1.2	-1.2	1%
18	-10%	0.62	-0.25	0.48	-0.08	6%
19	8%	-0.18	-0.16	0.39	-0.71	11%
20	0%	-1.3	-0.14	-0.28	0.62	0%
21	-5%	-0.95	0.03	-0.5	-0.18	1%
22	2%	0.94	-0.24	0.15	-0.57	12%
23	5%	0.5	-0.33	-0.071	-0.076	3%
24	9%	-0.3	-0.28	-0.21	-0.34	4%

Remaining list, next part.
entry	mol	M1AAP inhibition	LYP phosphatase	XIAP displacement	PMI inhibition	PMI inhibitors	AID2073
25	COc1ccccc1NC(=O)C(=N\O)/C(C)=N/O	4%	-3%	-7.6%	-4%	-4%	-6%
26	CCSC1(SCC)N=C(N)C2(C#N)C(c3ccccc3)NC(C)=CC12C#N (stereo unspecified)	9%	-8%	-5.3%	3%	-10%	3%
27	Cc1sc2nc(SCC(N)=O)n(C)c(=O)c2c1C	1%	2%	-7.6%	16%	-6%	5%
28	NCCCS(=O)(=O)O	12%	1%	-21%	4%	-11%	5%
29	O=C(CSc1ncccc1C(=O)O)NCc1ccc(F)cc1	-5%	-10%	-3.7%	-2%	-6%	-4%
30	Cc1cc(NS(=O)(=O)Cc2ccccc2)no1	2%	-4%	-5.6%	13%	12%	-1%
31	Cc1cc(=O)n2[nH]c(-c3ccccc3)cc2n1	1%	-2%	-1.7%	2%	8%	-1%
32	O=C(c1ccc(=O)n(Cc2ccc(Cl)c(Cl)c2)c1)N1CCOCC1	4%	-6%	-4.7%	8%	2%	3%
33	Cc1cccc(NC(=S)NNC(=O)c2ccccc2Br)c1	-14%	7%	1.3%	-16%	-14%	-4%
34	O=C(O)c1cc(O)ccc1NC(=O)c1cccc2ccccc12	2%	2%	/	/	/	1%
35	Cc1cc(C(=O)c2cnc(/N=C/N(C)C)s2)cc(C)c1O	15%	3%	-1.4%	4%	4%	-2%
36	CC(C)(C)Nc1c(-c2ccc(O)cc2)nc2ccc(Cl)cn12	7%	-3%	-2.1%	/	/	16%
37	Cc1ccc2c(CSc3nnc4ccccn34)cc(=O)oc2c1C	5%	1%	0.4%	0%	3%	-12%
38	CCN1CCCC1CNS(=O)(=O)c1ccc(Cl)c(C(F)(F)F)c1 (stereo unspecified)	11%	-4%	-15%	3%	-6%	-2%

entry	M17LAP inhibition	Dynein cargo inh	Dynein cargo inh cytoplasmic EGFP	Dynein cargo inh nuclear GR-EGFP	Dynein cargo inh cell count	Siah-1 displacement
25	-16%	-0.87	-0.28	-0.75	0.75	15%
26	-14%	-0.55	-0.18	-0.14	0.33	1%
27	2%	1.3	-0.24	0.51	-0.041	7%
28	-15%	-0.53	-0.2	0.25	0.82	-2%
29	43µM*	-0.28	-0.18	0.057	0.34	2%
30	7%	-1.1	-0.29	-1.2	1.1	2%
31	10%	-0.27	-0.21	-0.11	0.91	0%
32	6%	-0.38	-0.22	-0.51	0.27	0%
33	17%	0.21	-0.14	0.18	0.31	-1%
34	6%	-1.2	-0.26	-0.6	0.51	14%
35	18%	-0.19	0.0042	-0.22	-1.1	4%
36	-11%	0.17	-0.049	0.35	-1.6	-2%
37	-4%	-0.51	0.13	-0.56	0.8	10%
38	4%	0.85	-0.23	0.3	-0.81	-3%

Three compounds picked at random from the list so far, as already listed:
entry	mol	M1AAP inhibition	LYP phosphatase	XIAP displacement	PMI inhibition	PMI inhibitors	AID2073
34	O=C(O)c1cc(O)ccc1NC(=O)c1cccc2ccccc12	2%	2%	/	/	/	1%
25	COc1ccccc1NC(=O)C(=N\O)/C(C)=N/O	4%	-3%	-7.6%	-4%	-4%	-6%
29	O=C(CSc1ncccc1C(=O)O)NCc1ccc(F)cc1	-5%	-10%	-3.7%	-2%	-6%	-4%

entry	M17LAP inhibition	Dynein cargo inh	Dynein cargo inh cytoplasmic EGFP	Dynein cargo inh nuclear GR-EGFP	Dynein cargo inh cell count	Siah-1 displacement
34	6%	-1.2	-0.26	-0.6	0.51	14%
25	-16%	-0.87	-0.28	-0.75	0.75	15%
29	43µM*	-0.28	-0.18	0.057	0.34	2%
